hcGAS lum: human cGAS inhibition; recombinant h-cGAS, ATP depletion, Kinase-Glo luminescence; AID 1259398; 0.081% of 290,000 active; inhibition, % at 12.5 µM; Q8N884;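 further: 0% = vehicle reaction and 100% = reaction without DNA for no activity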
Target sequence (Q8N884 whole entry, looked up): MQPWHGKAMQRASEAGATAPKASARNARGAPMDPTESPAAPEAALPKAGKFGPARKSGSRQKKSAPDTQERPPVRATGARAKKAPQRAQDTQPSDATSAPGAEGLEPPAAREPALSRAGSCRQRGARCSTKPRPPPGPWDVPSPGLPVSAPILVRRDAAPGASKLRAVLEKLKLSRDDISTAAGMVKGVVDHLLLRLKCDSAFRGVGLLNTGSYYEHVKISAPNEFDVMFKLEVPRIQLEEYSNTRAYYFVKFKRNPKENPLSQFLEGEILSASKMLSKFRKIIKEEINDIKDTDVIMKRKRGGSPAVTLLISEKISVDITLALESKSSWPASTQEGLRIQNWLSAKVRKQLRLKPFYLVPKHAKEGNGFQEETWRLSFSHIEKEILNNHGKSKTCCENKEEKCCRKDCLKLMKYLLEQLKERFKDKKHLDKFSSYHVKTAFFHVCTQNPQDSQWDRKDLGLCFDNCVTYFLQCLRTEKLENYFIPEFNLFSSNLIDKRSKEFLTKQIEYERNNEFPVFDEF
mcGAS lum: blocks mouse cGAS activity | recombinant cGAS, Kinase-Glo ATP depletion luminescence | 0.15% of 160,000 active | inhibition, % at 12.5 µM | Q8C6L5;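 further: 0% = negative control wells and 100% = reference inhibitor with no enzyme activity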
NPYLR7 ag: mosquito NPYLR7 agonism. HEK293T NPYLR7/Galpha15, GCaMP6s calcium fluorescence. activation, % at 10 µM. 0.15% of 270,000 active. AID 1259423; in the data active means activation above about 40%;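 further: 0% = vehicle and 100% = reference agonist at the receptor; some compounds past the cut are filed as inactive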
The depositor's hits bear a star; . = not tested or not shown; & = joins results of further samples. Unless noted, no stated cut-off is given here; in the data, active means inhibition above about 40%; inactive means the rest.

Every second line gives: hcGAS lum	mcGAS lum	NPYLR7 ag
- O=C(Nc1ccc(Cl)cc1Cl)N1CCc2nc(Cc3cccc(F)c3)nc(N3CCOCC3)c2C1
→ -1.3	-4.1	-2.5
- O=C(CCCc1cn[nH]c1)N1CC2C[C@@H]3CC1C[C@H](C2)C3
→ -0.4	.	3.8
- COc1ccc(NC(=O)Cn2c(C)cc(C)c(C#N)c2=O)cc1OC
→ -7.7	-8.7	1.2
- Cc1ccc2nc(-c3ccccc3OCC(=O)N3CCOCC3)oc2c1
→ 1.9	-6.2	.
- Cc1cc(C(=O)NC2CCN(Cc3ccccc3)CC2)n2nc(C(C)(C)C)cc2n1
→ -7.5	-8.2	2.8
- COC(=O)CCCCCNc1n[nH]c(=O)[nH]c1=O
→ -0.1	-2.8	6.4
- CC(=O)OCC(=O)Nc1cccc(-c2cccc(-c3ccc(F)cc3)n2)c1
→ 1.2	2.0	-5.6
- CC(NC(=O)C1CCN(CC2CC2)CC1)c1cccc2ccccc12 (stereo unspecified)
→ 3.2	1.9	-12.4
- Cc1onc(-c2ccccc2)c1C(=O)N1CCc2cc(O)c(O)cc2C1C (stereo unspecified)
→ -3.5	-1.6	-3.0
- CC(Oc1ccc([N+](=O)[O-])cc1)C(=O)NC1(C#N)CCCCC1 (stereo unspecified)
→ 1.5	-3.8	7.2
- CC(C(=O)N1CCN(CC(O)C(C)(C)C)CC1)n1ccnc1 (stereo unspecified)
→ -4.3	.	6.1
- CN(Cc1cccc2cnccc12)c1cc(N2CCOCC2)nc(N)n1
→ -6.9	.	0.1
- CN1CC(C(=O)N2CCc3c(c(C(=O)O)nn3CCCc3ccccc3)C2)CC1=O (stereo unspecified)
→ -7.7	-18.4	20.7
- COc1cccc(NC(=O)CN2CN(c3ccccc3)C3(CCN(C(=O)c4cccc(Br)c4)CC3)C2=O)c1
→ -10.1	-6.7	19.4
- O=C(O)c1cc(-c2cccc3c2CCNC3)cs1
→ -4.5	.	5.0
- COc1cccc2c1OC1(C)CC2C2C(=O)CC(C)(C)CC2=N1 (stereo unspecified)
→ -3.0	.	-0.2
- COCCN(Cc1ccccc1OS(=O)(=O)c1ccc(OC)cc1)C(=O)C1CCC1
→ -2.0	-8.9	20.4
- Cc1cc(NC(=O)c2ccccc2C)n(-c2nc(C)c(C)c(=O)[nH]2)n1
→ -4.2	-7.1	10.4
- Cc1ccccc1Cn1cc(S(=O)(=O)CC(=O)Nc2nccs2)c2ccccc21
→ -9.5	-6.1	28.5
- O=C(Cn1ccc(C(F)(F)F)n1)Nc1ccc(C(F)(F)F)cc1
→ -8.0	-8.2	2.6
- Cc1ccc(S(=O)(=O)N2CCN(CC(=O)NC3CC3)CC2)cc1C
→ -7.9	.	16.3
- COc1ccc(-c2nnc3ccc(OCCNC(=O)C(F)(F)F)nn23)cc1OC
→ -1.9	-6.1	-0.7
- COc1ccc(-c2nc3cc(C)ccn3c2NC(=O)C(C)Cl)cc1OC (stereo unspecified)
→ -6.4	-6.7	-3.7
- C=CCC(O)(CC=C)C(C)Nc1nncc(-c2ccc(OC)cc2)n1 (stereo unspecified)
→ -8.3	-6.1	-5.1
- COc1ccccc1CCC(=O)Nc1ccc2c(c1)CN(C(=O)c1cc(C(C)C)[nH]n1)CC2
→ -2.5&-5.7	-6.9	5.2&4.4
- O=C(CCc1ccccc1)N1CCN(C(C(=O)N2CCc3ccccc3C2)C2CCCC2)CC1 (stereo unspecified)
→ -1.4	.	-3.1
- O=C1OC(c2ccccc2F)=N/C1=C\c1coc2ccccc2c1=O
→ -16.5	-7.2	1.9
- CCCc1cc(Nc2ccc(NC(C)=O)cc2)n2ncc(-c3ccccc3)c2n1
→ -9.7	-6.2	2.0
- COc1ccc(CNC(=O)NCC2CN(c3ccc4c(c3)OCO4)C(=O)O2)cc1 (stereo unspecified)
→ 1.9	.	-0.9
- c1ccc2c(c1)CCCC2Nc1ncnc2sc3c(c12)CCC3 (stereo unspecified)
→ -6.8	-6.9	4.9

Of the compounds above, 5 have fluorine:
Every second line gives: hcGAS lum	mcGAS lum	NPYLR7 ag
- O=C(Nc1ccc(Cl)cc1Cl)N1CCc2nc(Cc3cccc(F)c3)nc(N3CCOCC3)c2C1
→ -1.3	-4.1	-2.5
- CC(=O)OCC(=O)Nc1cccc(-c2cccc(-c3ccc(F)cc3)n2)c1
→ 1.2	2.0	-5.6
- O=C(Cn1ccc(C(F)(F)F)n1)Nc1ccc(C(F)(F)F)cc1
→ -8.0	-8.2	2.6
- COc1ccc(-c2nnc3ccc(OCCNC(=O)C(F)(F)F)nn23)cc1OC
→ -1.9	-6.1	-0.7
- O=C1OC(c2ccccc2F)=N/C1=C\c1coc2ccccc2c1=O
→ -16.5	-7.2	1.9

Further results.
Every second line gives: hcGAS lum	mcGAS lum	NPYLR7 ag
- CCc1ccccc1-c1cc(CO)ccn1
→ -3.6	.	-1.3
- CCCCn1c(CCNC(=O)C2CCCCC2)nc2ccccc21
→ -3.5	.	-7.8
- CCOC(=O)N1CCN(c2nncc(-c3ccc(OC)cc3)n2)CC1
→ -0.2	-3.3	-5.6
- CC(C)C(C)Nc1ccc(Cl)c(C(=O)NCc2ncc[nH]2)c1 (stereo unspecified)
→ -4.3	-14.3	1.6
- O=C(CCl)Nc1ccc(C2SCC(=O)N2c2ccc(F)cc2)cc1 (stereo unspecified)
→ -4.9	-3.7	.
- COc1ccccc1OC1CN(C(=O)c2cccc(C#CC(C)(C)O)c2)C1
→ -2.4	-13.1	3.9
- COc1ccc(NS(=O)(=O)c2ccc(F)c(Cl)c2)c(C(=O)NCc2ccccc2)c1
→ 1.6	2.5	5.8
- CCc1cc2c(=O)n3c(nc2s1)C(=Cc1cccc(OC)c1OC)CC3
→ -11.7	.	9.5
- CCNC(=S)NCCc1cc2ccc(C)cc2[nH]c1=O
→ -2.6	.	5.9
- C=CCNc1ccccc1C(=O)N1CCN(CCS(C)(=O)=O)CC1
→ -3.6	.	1.5
- COc1ccc(Nc2cc(C)nc(NCCNC(=O)c3cccs3)n2)cc1
→ -3.6	.	20.5
- CN1C(=O)C2(CCN(C(=O)C(O)c3ccc(F)cc3)CC2)c2ccccc21 (stereo unspecified)
→ -5.1	.	2.4
- COc1ccc(-c2csc(-n3[nH]c(C)c(N=Nc4ccc([N+](=O)[O-])cc4Br)c3=O)n2)cc1
→ 5.2	-5.7	-4.2
- CC(NCc1ccncc1)c1ccc(Cl)cc1Cl (stereo unspecified)
→ -7.3	-7.0	9.0
- CCN1CCN(C(c2cccnc2)c2c(O)cc(C)n(Cc3ccco3)c2=O)CC1 (stereo unspecified)
→ -9.8	.	9.4
- O=C(CN1CCSC1=O)NN1C(=O)NC(c2ccccc2)(c2ccccc2)C1=O
→ -9.0	.	1.7
- COC(=O)[C@H]1C[C@@H](O)CCN1C(=O)CCc1ccc(C)cc1
→ -6.9	.	5.3
- NCCSSCCN
→ -3.4&-3.6	-3.8&-3.6	7.5
- CCC(C)n1c(Cc2ccc(O)cc2)n[nH]c1=O (stereo unspecified)
→ -5.1	.	-0.7
- Cc1cccc(-n2c(CNC(=O)c3ccccc3C(F)(F)F)n[nH]c2=S)c1
→ 3.2	1.7	-1.9
- CCCCNC(=O)C1(C)CCN1C(=O)c1cc(OC)ccc1Br (stereo unspecified)
→ -13.4	-7.3	5.4
- Cc1cc(Br)cc(Cl)c1OCC(=O)NC(C)c1ccc(-n2cncn2)cc1 (stereo unspecified)
→ -6.6	-7.5	-4.3
- Cc1[nH]n(-c2ccccc2)c(=O)c1C=C1C=Nc2ccccc21
→ 2.6	2.0	-12.4
- CNC(=O)CC(C)N(C)C(=O)c1[nH]c2c(C)ccc(C)c2c1C (stereo unspecified)
→ 1.1	.	-4.5
- COc1ccc(CCN(C)c2cc(C(C)(C)C)nc(SCc3cccc(C(=O)N4CCN(C(C)=O)CC4)c3)n2)cc1OC
→ -1.4	-5.6	9.8
- COCc1cc(C)nc(N/N=C\c2ccc(-c3ccc(Cl)cc3)o2)c1C#N
→ 10.0	6.2	-24.8
- C=CCN(CC=C)c1cc(Cl)nc(SCc2cccc(C(=O)NCCCCCC)c2)n1
→ -6.7	-4.8	15.4
- CCc1ccc(C(=O)Nc2cccc(C(N)=O)c2C)cc1
→ -19.0	.	1.5
- Cc1ccc(C2=NOC(C(=O)NCC(=O)N3CCN(C)CC3)C2)cc1 (stereo unspecified)
→ 0.2	-7.8	.
- COc1cc(C)c(Cl)cc1S(=O)(=O)n1nc(C)cc1C
→ -2.4	.	7.2

Every second line gives: hcGAS lum	mcGAS lum	NPYLR7 ag
- CCS(=O)(=O)c1ncc(CN2CCOCC2)n1CCCc1ccccc1
→ 1.4	.	-2.0
- Cn1c(O)c(C(=O)CC2C=CCC2)c(=O)n(C)c1=O (stereo unspecified)
→ -1.1	.	-0.3
- COCCN(Cc1c(-c2ccccc2)noc1N1CCCCC1C)C(=O)NC(C)C (stereo unspecified)
→ -0.7	-4.9	-3.2
- CCc1ccc(Nc2nnc(SCC(=O)NC)s2)cc1
→ 0.3	-4.6	-1.4
- O=C(NCCC(=O)N1CCN(c2nccs2)CC1)NC12CC3CC(CC(C3)C1)C2
→ -4.7	.	-0.9
- CN(C)C(CNC(=O)c1cn[nH]c1-c1ccc(F)cc1)c1ccsc1 (stereo unspecified)
→ -4.4	-13.9	8.8
- O=c1c(S(=O)(=O)c2ccc(F)cc2)c[nH]c2ccc(Cl)cc12
→ -8.8	-2.1	1.4
- Cc1ccc(-n2c(SCC(=O)N3CCCC3=O)nc3ccccc3c2=O)cc1C
→ -6.5	.	10.4
- COc1cccc(CN(Cc2ccc3c(c2)OCO3)CC(O)Cc2ccccc2)c1OC (stereo unspecified)
→ -1.0	-7.5	.
- CCN1C(=O)NC(c2ccccc2[N+](=O)[O-])C(C(=O)OC)=C1C (stereo unspecified)
→ -11.8	-3.0	4.5
- COc1cccc(C(=O)N2CCC(n3cnc4ccc(C)cc43)CC2)c1C
→ -6.0	-7.4	-5.7
- CC(C)N1CCC(N2CCNCC2)CC1
→ -11.5	.	5.3
- C#CCN(Cc1ccco1)C(=O)NCC(c1ccccc1OC)N1CCCC1 (stereo unspecified)
→ -6.2	.	-2.3
- COc1cccc(CCN2CCC(C(=O)NC(c3ccc(F)cc3)c3ccc4ccccc4n3)CC2)c1 (stereo unspecified)
→ -5.4	-4.2	5.3
- N#C/C(=C\c1ccc2noc(-c3ccccc3)c2c1)C(=O)Nc1sc2c(c1C(N)=O)CCCC2
→ -6.8	-7.3	10.4
- Cc1ccsc1[C@@H]1CCN(C(=O)c2ccc3sc(N)nc3c2)C[C@H]1O
→ -8.2	-8.4	2.0
- COc1cccc(CN(C)C(=O)c2sc(=O)n(Cc3ccccc3OC)c2C)c1
→ 1.7	.	1.4
- C=CCn1nc(C(=O)N2CCOCC2)c2c1CCC(NCCc1ccc(Cl)cc1)C2 (stereo unspecified)
→ -26.8	-8.0	19.5
- CCc1nc(C)nc(N2CCN(C(=O)c3ccccc3Cl)CC2)c1Cc1cc(C)ccc1C
→ -4.0	-2.6	3.4
- O=C(c1ccc(-c2cc(Cl)ccc2Cl)o1)N1CCN(S(=O)(=O)c2ccccc2)CC1
→ -4.1	.	0.5
- CSCCC(NS(=O)(=O)c1ccccc1F)C(=O)Nc1cc(C)ccn1 (stereo unspecified)
→ -10.5	.	2.5
- O=C(CC(c1ccccc1)c1ccccc1F)NCCc1cccnc1 (stereo unspecified)
→ -3.0	.	0.8
- CCCc1cc(N2CCN(c3ccccn3)CC2)n2nc(C)c(-c3ccccc3)c2n1
→ 0.7	-0.4	3.3
- C=CCN1C(=S)SC2CS(=O)(=O)CC21C (stereo unspecified)
→ -13.8	-3.1	-1.5
- CCN(CC)c1ccc(C=NNC(=O)Cc2cccs2)cc1
→ -3.6	-6.4	-0.9
- NC(=O)c1cc(-c2cc(NCc3ccccn3)nc3[nH]ccc23)cs1
→ -6.0	.	6.2
- O=C(NCCc1ccc(F)cc1)c1cc(=O)c(OCc2ccccc2)c[nH]1
→ 2.1	.	4.7
- CCOC(=O)N1CCN(C(c2ccc(F)c(F)c2)C2Sc3nc(C)nn3C2=O)CC1 (stereo unspecified)
→ 3.4	-0.4	-7.2
- COCCN1CCCC(O)(CN2CCN(Cc3ccncc3)CC2)C1=O (stereo unspecified)
→ -0.2	-7.8	-7.7
- N#CCOC(=O)c1ccc2ccccc2c1O
→ -4.9	-6.4	.
- Cc1ccccc1Cn1c(CN2CC(C)OC(C)C2)nc2c1c(=O)n(C)c(=O)n2C (stereo unspecified)
→ -5.1	-5.4	2.5
- COc1ccc(CN(CCN2CCOCC2)CC(O)C(C)C)cc1OC (stereo unspecified)
→ -3.8	35.8	21.8
- Cc1cccc(C(=O)Nc2ncc(CN3CCC(c4ccccc4)CC3)s2)c1
→ -9.3	.	6.8

Compound profiles, as listed above. Values in the order: hcGAS lum, mcGAS lum, NPYLR7 ag
Entry for CCc1ccc(Nc2nnc(SCC(=O)NC)s2)cc1 = 0.3, -4.6, -1.4
Entry for CN(C)C(CNC(=O)c1cn[nH]c1-c1ccc(F)cc1)c1ccsc1 (stereo unspecified) = -4.4, -13.9, 8.8
Entry for COc1ccc(CN(CCN2CCOCC2)CC(O)C(C)C)cc1OC (stereo unspecified) = -3.8, 35.8, 21.8
Entry for C=CCn1nc(C(=O)N2CCOCC2)c2c1CCC(NCCc1ccc(Cl)cc1)C2 (stereo unspecified) = -26.8, -8.0, 19.5
